# Source: PubChem
# Menin-MLL TR inh: inhibitors of human menin-MLL interaction, mutant MLL peptide; O00255; Menin + Texas Red MLL mutant peptide, fluorescence polarization; Potency, µM (series often up to 61.6 µM), inactives show at the top dose FP activity change, negative = inhibition, actives largely listed as inhibitors; 270,000 tested, 0.23% active; AID 1768; active means well fitted inhibition curve with a large enough effect in the polarisation, with a control signal flat, not every such curve was filed as active; inconclusive means small, poorly fitted or top-dose-only effect, or effect the other way, or a change in a side signal; inactive means no such curve, though single readings can be large or run the other way; the % refers to the polarisation; further: potency means the concentration at half of the fitted maximal effect; % of control where 0% means no effect; many of its hits are not listed in these tables
# USP2a block: USP2a (human) protease inhibition; USP2 core, Ub-CHOP2 coupled fluorogenic reporter, 485/531; O75604; Potency, µM (titrated, usually from 38.3 µM), without a hit: top-dose activity change, negative = inhibition, hits mostly inhibitors; AID 463254; 330,000 tested, 0.01% active;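 further: potency means the concentration at half of the fitted maximal effect; plate controls were DMSO wells for no effect and full inhibition by NEM control for full effect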
#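 Deubiquitinase activity read as fluorescence (485/531 nm) after Ub-CHOP2 cleavage activates the enterokinase reporter on its substrate; USP2 core 10nM, Ub-CHOP2 and substrate 25nM each, 30min compound preincubation then 60min RT; data normalized to NEM, curves fitted.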
# KCNH2 3.1 block: KCNH2 3.1 (human) potassium channel inhibition | U2OS KCNH2 3.1, thallium flux FluxOr; hits give low values | 340,000 tested, 0.95% active | activity change, % (tested at about 1.8 µM) | AID 720553;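 active means maximum activity change below -70%; inconclusive means maximum activity change from -70% to -50%; inactive means maximum activity change above -50%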;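 further: thallium influx rate constant from kinetic fluorescence after stimulation buffer; on the % scale 0 is the no-effect control and ±100 the full control effect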
#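 Normalized rate constant (relative to positive and negative DMSO controls) derived from a 2 min kinetic fluorescence read after stimulation; U2OS cells expressing the 3.1 isoform via virus at 1.77 x 10^8 /mL.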
# CXXC DNA block: inhibitors of human MLL CXXC domain-DNA interaction; Q03164; MLL-CXXC / FITC-HOXA9 DNA fluorescence polarization; Potency, µM (top dose mostly 115 µM), without a hit: at the top dose activity change, negative = inhibition, actives largely listed as inhibitors; 290,000 tested, 0.037% active; AID 2662; active means well fitted inhibition curve with a large enough effect in the polarisation, with a control signal flat, not every such curve was filed as active; inconclusive means small, poorly fitted or top-dose-only effect, or effect the other way, or a change in a side signal; inactive means no such curve, though single readings can be large or run the other way; the % refers to the polarisation; further: potency means the concentration at half of the fitted maximal effect
#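 Steps: dispense CXXC domain solution (7 uM) → pin compounds or unlabeled HOX-A9 DNA control → 5 min ambient → add FLSN-HOX-A9 solution (50 nM) → spin → 30 min ambient → fluorescence polarization. Tris pH 7.5/NaCl/DTT/BSA buffer.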
# GALK inh: inhibitors of human galactokinase | P51570 | Purified GALK, Kinase-Glo residual ATP luminescence | Potency, µM (highest dose often 57.5 µM), inactives show top-dose activity change, negative = inhibition, actives largely listed as inhibitors | 270,000 tested, 0.007% active; further: potency means the concentration at half of the fitted maximal effect; on the % scale 0 is the no-effect control and ±100 the full control effect
#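 Quantitative HTS: GALK 5 nM, ATP 35 uM, galactose 100 uM, 1 h room temperature, then luciferase-based ATP detection.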
# PKM2 act: PKM2 (human) enzyme activation; P14618; 260,000 tested, 0.34% active; purified PKM2, Kinase-Glo ATP luminescence, activation; response scale: 0% is enzyme alone, no compound; Potency, µM (highest dose often 57.5 µM), without a hit: at the top dose activation, usual class: activators; AID 1631; further: potency means the concentration at half of the fitted maximal effect; on the % scale 0 is the no-effect control and ±100 the full control effect; nearly all actives have a fitted effect of over 55% in size
# Target sequence (P14618 whole entry, looked up): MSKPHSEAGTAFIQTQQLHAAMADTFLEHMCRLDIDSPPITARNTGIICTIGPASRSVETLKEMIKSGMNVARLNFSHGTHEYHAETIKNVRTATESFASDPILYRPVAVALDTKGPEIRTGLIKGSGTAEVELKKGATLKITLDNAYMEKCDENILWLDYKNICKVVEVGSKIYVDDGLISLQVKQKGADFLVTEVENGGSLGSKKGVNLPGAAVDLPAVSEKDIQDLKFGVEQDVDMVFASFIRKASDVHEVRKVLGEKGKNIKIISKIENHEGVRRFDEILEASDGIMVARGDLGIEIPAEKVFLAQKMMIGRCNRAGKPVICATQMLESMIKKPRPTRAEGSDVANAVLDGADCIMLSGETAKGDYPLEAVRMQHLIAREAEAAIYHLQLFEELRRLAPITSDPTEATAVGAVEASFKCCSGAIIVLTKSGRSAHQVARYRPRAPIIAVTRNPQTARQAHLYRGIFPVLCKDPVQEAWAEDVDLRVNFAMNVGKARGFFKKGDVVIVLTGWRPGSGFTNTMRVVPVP
#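 Kinase-Glo luminescence reports ATP generated from ADP (0.1 mM) and PEP (0.5 mM) by purified hPK-M2 after 1 h at room temperature, pH 7.2 imidazole buffer; intermediate enzyme activity allows detecting inhibitors and activators.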
# B2AR arrestin: beta2AR (human) beta-arrestin recruitment activity | P07550 | beta-arrestin recruitment to beta2AR, cell-based reporter | Potency, µM (doses to about 46.1 µM), without a hit: top-dose activation, most hits filed as activators | 330,000 tested, 0.02% active | AID 492947;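 further: potency means the concentration at half of the fitted maximal effect; 0% = DMSO controls and full agonism = EC100 isoproterenol or metaproterenol; nearly all actives have a fitted effect of over 65% in size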
# Target sequence (P07550 whole entry, looked up): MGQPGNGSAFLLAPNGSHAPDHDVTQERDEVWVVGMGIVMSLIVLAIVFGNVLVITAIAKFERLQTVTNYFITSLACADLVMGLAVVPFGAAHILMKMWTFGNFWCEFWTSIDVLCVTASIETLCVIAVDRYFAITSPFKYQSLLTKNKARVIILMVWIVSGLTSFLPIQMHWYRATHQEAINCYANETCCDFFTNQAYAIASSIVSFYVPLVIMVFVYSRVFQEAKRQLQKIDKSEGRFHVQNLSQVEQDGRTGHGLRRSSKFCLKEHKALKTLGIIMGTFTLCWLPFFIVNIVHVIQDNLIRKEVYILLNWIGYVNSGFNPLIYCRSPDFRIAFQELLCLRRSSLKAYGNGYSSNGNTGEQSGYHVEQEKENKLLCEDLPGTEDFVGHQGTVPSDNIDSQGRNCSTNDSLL
# Coupling enz: inhibits coupling enzyme system, counter-screen for aldolase hits; coupling enzyme system counterscreen, AmpLite Red fluorescence; activity change, negative = inhibition, % at 58.2 µM, hits read low; 290,000 tested, 0.67% active; in the data active means activity change below about -30%; further: on the % scale 0 is the no-effect control and ±100 the full control effect
#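 Activity here indicates interference with the coupling reaction, not aldolase inhibition. Compounds at 57.5 uM final met coupling enzymes for 10 min at RT; substrate and AmpLite Red detection followed, with a 525/598 nm fluorescence read after 20 min.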
# TRPV1 agonist: human TRPV1 agonism. TRPV1-expressing cells, Fluo-8 calcium influx, agonist mode. activation, % at 8.33 µM. 320,000 tested, 0.19% active. AID 540275; in the data active means activation above about 80%; inconclusive means between about 30% and that limit; further: 0% is about no effect
#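 Fluo-8 calcium influx in TRPV1-expressing cells, kinetic read (ex 480/em 520 nm). Compound added and read 3 min for agonist activity, followed by capsaicin at EC20 final and 2 min further read for enhancement.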
# hERG WT inh: inhibitors of human wildtype KCNH2 potassium channel; U2OS, BacMam KCNH2, thallium flux FluxOr; hits give low values; activity change, % at 1.84 µM; 340,000 tested, 0.37% active;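 active means maximum activity change below -70%; inconclusive means maximum activity change between -70% and -50%; inactive means maximum activity change above -50%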; further: on the % scale 0 is the no-effect control and ±100 the full control effect
#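 U2OS cells were transduced with wild-type KCNH2 virus (2.03 x 10^8 / mL) for 4 h at room temperature, then cultured overnight at 37 C. Thallium flux was read with FluxOr dye. Rate constants were normalized to DMSO controls.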
# Giardia kill: kills Giardia lamblia | activity change, % at 7.66 µM, hits read low | 340,000 tested, 0.15% active | AID 540267 | Giardia lamblia trophozoite viability; in the data active means activity change below about -80%; inconclusive means between about -30% and that limit;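 further: parasites exposed to compound for two days anaerobically before the ATP read; on the % scale 0 is the no-effect control and ±100 the full control effect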
#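 Giardia lamblia trophozoites (100 cells/well) were incubated with compounds for 48 h at 37 deg C under anaerobic conditions. Viability was read as ATP content by one-step luminescence after 15-30 min at room temperature.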
# An asterisk follows results filed as active; i = inactive; ? = inconclusive; . = no result given; [ ] = dose if it differs, or a comment. Unless noted, the call rests on the fitted dose curve; in most records, active means well fitted curve in the direction sought with a large enough effect; inconclusive means small, poorly fitted or top-dose-only effect, or another doubt; inactive means no such curve, though single readings can be large; an effect the other way counts as inactive or inconclusive. Only part of the results is shown; the hit share may differ from the screen's.
nr	SMILES	Menin-MLL TR inh	USP2a block	KCNH2 3.1 block	CXXC DNA block	GALK inh	PKM2 act
1	CN(C)CCN(Cc1cccs1)S(=O)(=O)c1csc(C(N)=O)c1	3%	1%	9	-4%	6%	0%[0.46 µM]
2	COc1ccccc1CNC(=O)COC(=O)c1ccc(C)s1	.	3%	9	.	.	.
3	O=C(O)/C=C/c1cccc(NS(=O)(=O)c2ccccc2)c1	-25%	2%	-2	-3%	2%	-6%
4	COc1ccc(C(=O)OCC(=O)NC2CC2)cc1F	.	2%	3	.	.	.
5	CC(C)n1c(NCc2ccc(Cl)cc2)nc2ccccc21	.	0%	13	1%	3%	-5%
6	Cn1nnnc1SCC(=O)N(C1CCCCC1)C1CCS(=O)(=O)C1 (stereo not given)	-9%	0%	-2	-4%	4%	-3%
7	CC(C)COc1ccc(C(=O)N2C(=O)c3ccc(N)cc3C2=O)cc1	.	2%	6	1%	1%	0%
8	COc1ccc(NC(=O)CCNS(=O)(=O)c2ccc(NC(C)=O)cc2)cc1Cl	?	2%	-22	4%	3%	9%
9	CCCCCCn1cc(C(=O)OCC)c(=O)c2cc(F)c(F)cc21	.	-1%	3	-6%	-3%	3%
10	N#CC(CC(=O)c1ccc(F)cc1)c1ccc2c(c1)OCO2 (stereo not given)	20%	0%	21	5%	0%	.
11	N#C/C(=C\c1ccc(C(=O)O)cc1)c1nc2sc3c(c2c(=O)[nH]1)CCCC3	.	27%	1	17%	.	20%
12	CCCC(=O)N1CC(=O)Nc2ccc(Br)cc2C1c1ccc(F)cc1 (stereo not given)	1%	7%	-2	3%	-2%	.

nr	B2AR arrestin	Coupling enz	TRPV1 agonist	hERG WT inh	Giardia kill
1	-0.2%	-2	2	5	-2
2	0.0%	.	4	3	11
3	0.0%	8	1	0	4
4	-0.1%	.	.	-6	-6
5	-0.4%	0	2	-26	-21
6	0.3%	1	1	2	9
7	0.3%	0	?	0	-6
8	-0.1%	4	2	6	1
9	0.3%	-2	9	1	-6
10	0.4%	-1	?	10	2
11	-0.2%	4	8	-15	7
12	0.1%	0	12	-7	-6

nr	SMILES	Menin-MLL TR inh	USP2a block	KCNH2 3.1 block	CXXC DNA block	GALK inh	PKM2 act
13	Cc1ccc(S(=O)(=O)N2CCc3ccccc3C2CC(=O)O)cc1 (stereo not given)	.	-2%	-26	-6%	-4%	11%
14	N/C(=N\OC(=O)c1ccc(Cl)c(Cl)c1)c1cccc(CSc2ccccn2)c1	.	-1%	7	2%	-3%	3%
15	CCOC(=O)C1C(=O)NC(c2ccccc2)=NC1c1cccc(Br)c1 (stereo not given)	-1%	1%	10	2%	1%	-2%
16	Cc1cccc(Oc2ccc(Cl)cc2N)c1	2%	-1%	8	6%	2%	.
17	Cc1cccc(CN2C(=O)c3ccccc3Sc3ccc(C(=O)O)cc32)c1	.	2%	-4	-8%	2%	-4%
18	Fc1ccccc1C(c1nnnn1C1CCCC1)N1CCN(Cc2ccccc2)CC1 (stereo not given)	5%	-1%	-10	-2%	0%	3%
19	CCCOC(=O)c1cccc(NC(=O)C(C)(C)C)c1	-4%	1%	-4	-8%	2%	-2%
20	CCOC(=O)N1N=C(c2ccccc2)CC1(O)C(C)(F)F (stereo not given)	-8%	3%	10	8%	2%	-1%
21	CCCn1c(N)cc(=O)n(CCC)c1=O	0%	-1%	-7	-3%	1%	1%
22	Clc1ccc(-c2nnc(-c3ccccc3)c(-c3c[nH]c4ccccc34)n2)cc1	.	0%	12	1%	1%	-3%
23	CCCCNC(=O)CSc1nc2ccc(C)cc2[nH]1	-3%	3%	-1	1%	0%	-2%
24	O=C1c2ccccc2C(Nc2ccc(Cl)cn2)N1Cc1ccccc1 (stereo not given)	10%	-7%	-10	-8%	2%	-1%

nr	B2AR arrestin	Coupling enz	TRPV1 agonist	hERG WT inh	Giardia kill
13	1.0%	2	-2	-9	4
14	0.2%	0	1	2	-18
15	0.0%	-1	19	i	-7
16	-0.9%	-2	5	-20	-5
17	0.1%	4	0	8	-2
18	-0.7%	0	22	-5	-21
19	-0.1%	0	17	0	4
20	0.4%	2	-1	1	0
21	-0.2%	1	3	-9	-21
22	-0.6%	-1	-2	-3	-23
23	-0.1%	0	?	1	-1
24	0.1%	1	?	13	7

nr	SMILES	Menin-MLL TR inh	USP2a block	KCNH2 3.1 block	CXXC DNA block	GALK inh	PKM2 act
25	CCCCC(=O)NNC(=S)NC(=O)c1ccc(C)cc1	-1%	-2%	-1	20%	-2%	10%
26	O=S(=O)(N/N=C/c1ccc(OC2CSC2)cc1)c1ccccc1	?	3%	1	5%	-3%	-4%
27	CCCn1c(=O)c2ccccc2n2c(SCC(=O)c3cc(C)n(CCOC)c3C)nnc12	3%	0%	-2	3%	8%	-4%
28	COc1cc(C(=O)OCC(=O)c2c(N)n(C)c(=O)n(C)c2=O)ccc1OCCC(C)C	9%	0%	-2	-15%	-8%	-5%
29	CCc1ccc(N(CC(=O)NC2CCCCC2)C(=O)CNC(=O)c2ccco2)cc1	4%	1%	-3	5%	0%	1%
30	Nc1sc(-c2ccccc2)cc1C(=O)O	?	2%	.	0%	1%	7%
31	CCS(=O)(=O)Nc1ccc(C2=NN(S(=O)(=O)CC)C(c3cccs3)C2)cc1 (stereo not given)	.	-2%	6	14%	-6%	.
32	Cc1ccc(S(=O)(=O)N(C)C)cc1NC(=O)CCNC(=O)c1ccccc1Cl	19%	5%	-2	2%	1%	4%
33	Cn1cccc1Cc1nnc(SCC(=O)Nc2ccccc2F)n1CCc1ccccc1	-11%	2%	-8	13%	-4%	-4%
34	Cn1c(=O)[nH]c(=O)c2c1nc(CN1CCN(c3ccccc3F)CC1)n2CCc1ccccc1	.	-7%	36	0%	0%	-4%
35	O=C(CN1C2=NCCCN2c2ccccc21)c1ccc(Br)s1	1%	3%	-86*	-2%	1%	-1%
36	Cc1nc2c(nnn2Cc2ccccc2Cl)c(=O)[nH]1	2%	-1%	30	5%	-5%	-1%

nr	B2AR arrestin	Coupling enz	TRPV1 agonist	hERG WT inh	Giardia kill
25	-0.3%	0	3	i	-4
26	-0.1%	1	-5	-15	-21
27	-0.2%	4	0	-12	-2
28	0.0%	5	1	-6	-13
29	0.6%	2	1	7	-17
30	-0.5%	0	-2	.	.
31	0.1%	.	1	-19	7
32	0.0%	-1	1	-6	9
33	0.2%	0	0	4	-7
34	-0.4%	4	19	13	12
35	-0.5%	2	3	15	-30
36	-0.6%	3	-2	0	13

# Limited to PKM2 act, B2AR arrestin and Menin-MLL TR inh (3 entries from above):
nr | molecule | PKM2 act | B2AR arrestin | Menin-MLL TR inh
31 | CCS(=O)(=O)Nc1ccc(C2=NN(S(=O)(=O)CC)C(c3cccs3)C2)cc1 (stereo not given) | . | 0.1% | .
32 | Cc1ccc(S(=O)(=O)N(C)C)cc1NC(=O)CCNC(=O)c1ccccc1Cl | 4% | 0.0% | 19%
33 | Cn1cccc1Cc1nnc(SCC(=O)Nc2ccccc2F)n1CCc1ccccc1 | -4% | 0.2% | -11%

# Remaining list, next part:
nr	SMILES	Menin-MLL TR inh	USP2a block	KCNH2 3.1 block	CXXC DNA block	GALK inh	PKM2 act
37	CC(/C=N/NC(=O)c1ccc(Cn2cc([N+](=O)[O-])cn2)o1)=C\c1ccccc1	.	0%	-79*	1%	-4%	-4%
38	CCOc1ccc(C(=O)N(CN2CCCC2=O)c2ccc(C)cc2)cc1	-8%	-1%	11	-2%	-1%	0%
39	CCC(=O)N1CCc2cc(S(=O)(=O)NCCC(=O)NCc3ccccc3Cl)ccc21	-7%	2%	-9	7%	-3%	.
40	CCN(C(=O)CCN1C(=O)c2ccccc2C1=O)C1CCCCC1	0%	-3%	8	-3%	-1%	-9%
41	CCOc1ccc(C2NC(=O)NC(C)=C2C(=O)OCc2ccccc2)cc1 (stereo not given)	-4%	-1%	6	-10%	5%	-1%
42	COC(=O)C(C)Oc1ccc(Cc2ncc(C(F)(F)F)cc2Cl)cc1 (stereo not given)	-14%	0%	-14	1%	-1%	.
43	COC(=O)c1ccc(N2CCCCC2)c(NS(=O)(=O)c2ccc(C)cc2)c1	-1%	-5%	-20	2%	0%	-1%

nr	B2AR arrestin	Coupling enz	TRPV1 agonist	hERG WT inh	Giardia kill
37	3.1%	.	1	-1	9
38	-0.2%	0	-2	-3	3
39	-0.3%	4	-1	12	-4
40	-0.9%	2	-1	.	-14
41	-0.4%	3	-2	6	10
42	-0.8%	1	-4	3	-5
43	-0.6%	-2	1	13	-13
